# HT1080NT lethal – qHTS for induction of synthetic lethality in tumor cells producing 2HG: qHTS for the HT-1080-NT fibrosarcoma cell line. HT-1080-NT fibrosarcoma viability, CellTiter-Glo ATP luminescence, 48 h. AID 686970, 2013. Potency, µM (series often up to 46.1 µM), inactives show at the highest dose activity, negative = less viability, usual class: cytotoxic. actives 1.6% (n = 360,000);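 further: NT is the 2HG producing partner of a matched IDH1 knockdown line; potency means the concentration at half of the fitted maximal effect; 0% = DMSO-treated cells and -100% = media-only wells without cells; nearly all actives have a fitted effect of over 55% in size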
#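 Read-out is CellTiter-Glo luminescence after 10 minutes at room temperature, following 48 hours' compound treatment of HT-1080-NT cells (750 cells/well, RPMI, 5% FBS, 37 degrees C).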
# DRD3 agonist – qHTS of D3 Dopamine Receptor Agonist: qHTS; D(3) dopamine receptor (Homo sapiens), P35462; D3R DiscoveRx beta-arrestin cells, luminescence, 90 min; max activation, %; actives 0.58% (n = 410,000); AID 652048, 2013; in the data active means max activation above about 30%; further: 0% is about no effect; mostly tested at two doses, the higher about 12 µM
# Target sequence (P35462 whole entry, looked up): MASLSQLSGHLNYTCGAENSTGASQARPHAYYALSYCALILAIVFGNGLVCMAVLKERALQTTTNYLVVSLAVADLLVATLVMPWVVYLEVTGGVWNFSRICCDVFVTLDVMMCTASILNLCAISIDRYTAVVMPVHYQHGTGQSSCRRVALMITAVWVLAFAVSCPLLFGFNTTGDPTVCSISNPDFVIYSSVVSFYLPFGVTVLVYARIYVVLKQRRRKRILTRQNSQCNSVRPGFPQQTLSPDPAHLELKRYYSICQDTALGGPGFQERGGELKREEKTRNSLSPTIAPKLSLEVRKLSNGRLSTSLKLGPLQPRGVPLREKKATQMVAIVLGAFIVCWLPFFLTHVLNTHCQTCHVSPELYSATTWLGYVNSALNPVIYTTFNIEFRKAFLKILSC
#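 Agonist-mode cell screen: cells plated at 1500/well and incubated overnight at 37 °C, then exposed to library compounds for 90 min at 37 °C. Detection reagent was added for 30–60 min at room temperature, and luminescence was read.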
# IL-1B inflam inh – qHTS for Inhibitors of Inflammasome Signaling: IL-1-beta AlphaLISA Primary Screen | activity change, % at 57.5 µM | actives 4.7% (n = 360,000) | THP-1 LPS/ATP IL-1B secretion, AlphaLISA, 16 h; hits give low values | AID 743279, 2014; in the data active means activity change below about -50%; inconclusive means mostly about -30% to -49%; further: on the % scale 0 is the no-effect control and ±100 the full control effect
#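 THP-1 cells pretreated 1 hr with compounds (up to 57.5 uM final), then stimulated with LPS (250 ng/mL final) plus ATP (1.25 mM final); secreted IL-1B measured by AlphaLISA after 16 hr, decreased signal indicating inhibition.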
# GLP1R cytotox – qHTS of GLP-1 Receptor Inverse Agonists: Cytotox Screen; HEK293 cAMP-luciferase reporter cells, luminescence, 24 h; Potency, µM (doses to about 38.3 µM), for inactives: at the top dose activity change, negative = inhibition, actives largely listed as inhibitors; actives 0.13% (n = 410,000);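 further: loss of luciferase light is scored as toxicity; potency means the concentration at half of the fitted maximal effect; on the % scale 0 is the no-effect control and ±100 the full control effect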
#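 MLSMR compounds, 24 hr on cells at 37 deg C/5% CO2; luminescence after luciferase reagent (12 min RT). Inhibition counted as the undesired cytotoxic outcome.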
# KB-3-1 cytotox – qHTS assay for MDR1-selective chemotherapeutics: Primary screen using the parental adenocarcinoma cell KB-3-1. actives 1.4% (n = 400,000). KB-3-1 viability, CellTiter-Glo ATP luminescence, 72 h. Potency, µM (highest dose often 46.1 µM), without a hit: top-dose activity change, negative = cytotoxic, actives largely listed as cytotoxic; further: potency means the concentration at half of the fitted maximal effect; on the % scale 0 is the no-effect control and ±100 the full control effect; nearly all actives have a fitted effect of over 60% in size
#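 Screening of KB-3-1 cells (DMEM, 10% FBS, phenol-red free) ran from lowest to highest compound concentration; after 72 h at 37 °C viability was read luminescently and curves fitted.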
# SW480 rerep – A quantitative high throughput screen for small molecules that induce DNA re-replication in SW480 colon adenocarcinoma cells; AID 624297, 2012; Potency, µM (series often up to 46.1 µM), for inactives: at the top dose re-replication activation, actives largely listed as activators; SW480 DNA re-replication, Hoechst DNA content imaging, 48 h; actives 1.8% (n = 340,000); further: potency means the concentration at half of the fitted maximal effect; % of control where 0% means no effect; nearly all actives have a fitted effect of over 55% in size
#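 Treated cells incubate 48 hr (37 C, 5% CO2), are stained 40 min with Hoechst, and nuclear fluorescence is enumerated; a rise in nuclei with high DNA signal marks re-replication.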
# HT1080 IDH1KD tx – qHTS for induction of synthetic lethality in tumor cells producing 2HG: qHTS for the HT-1080-IDH1KD cell line; Potency, µM (highest dose often 46.1 µM), for inactives: at the highest dose activity, negative = toxicity, hits mostly cytotoxic; HT-1080 IDH1 knockdown viability, ATP luminescence, 48 h; actives 2% (n = 360,000);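 further: potency means the concentration at half of the fitted maximal effect; 0% = DMSO wells and -100% = cell-free medium wells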
#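 HT-1080-IDH1KD cells (IDH1 knocked down), 750/well in RPMI with 5% FBS, treated with compound 48 h at 37 degrees C. Viability by CellTiter-Glo luminescence, normalised to DMSO and no-cell wells; concentration-response curves classed.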
# KB-V1 cytotox – qHTS assay for MDR1-selective chemotherapeutics: Primary screen using the drug-selected MDR subline cells KB-V1 | KB-V1 MDR cells viability, CellTiter-Glo, 72 h | actives 3.4% (n = 400,000) | Potency, µM (series often up to 46.1 µM), without a hit: top-dose activity change, negative = cytotoxicity, usual class: cytotoxic; further: potency means the concentration at half of the fitted maximal effect; on the % scale 0 is the no-effect control and ±100 the full control effect; nearly all actives have a fitted effect of over 60% in size
#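 KB-V1 MDR subline cells in DMEM (phenol-red free, 10% FBS) exposed to compounds in qHTS concentration series for 72 h at 37 degrees C. Viability read by CellTiter-Glo luminescence; concentration-effect curves fitted after normalization and correction.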
# MCF10A rerep – A quantitative high throughput screen for small molecules that induce DNA re-replication in MCF 10a normal breast cells | MCF 10A DNA re-replication, Hoechst nuclear intensity, 48 h | Potency, µM (titrated, usually from 46.1 µM), for the others: at the top dose activity, positive = re-replication, usual class: activators | actives 2.9% (n = 350,000); further: potency means the concentration at half of the fitted maximal effect; % of control where 0% means no effect; nearly all actives have a fitted effect of over 50% in size
# Starred values were filed as active, the others as inactive; ? = inconclusive; · = not tested or not shown; [ ] = dose if it differs, or a comment. Unless noted, the call rests on the fitted dose curve; in most records, active means well fitted curve in the direction sought with a large enough effect; inconclusive means small, poorly fitted or top-dose-only effect, or another doubt; inactive means no such curve, though single readings can be large; an effect the other way counts as inactive or inconclusive.
SMILES,HT1080NT lethal,DRD3 agonist,IL-1B inflam inh,GLP1R cytotox,KB-3-1 cytotox,SW480 rerep,HT1080 IDH1KD tx,KB-V1 cytotox,MCF10A rerep
O=C(CN1N=C(c2ccccc2)CCC1=O)NCc1cccs1,6%,1,-14,-2%[7.66 µM],11%,-1%,9%,-14%,-1%
O=C(CNS(=O)(=O)c1ccc(F)cc1)N1CCN(c2ccc(F)cc2)CC1,-5%,-4,3,8%,2%,0%,-2%,-6%,-1%
COC(=O)c1c(N)n(-c2cc(Cl)cc(Cl)c2)c2nc3ccccc3nc12,·,7,·,-8%,11%,·,·,14%,·
O=C(Nc1ccccc1)C(CCCCN1C(=O)c2ccccc2C1=O)N1C(=O)c2ccccc2C1=O (configuration not stated),11%,-9,1,-2%,3%,2%,26%,-24%,0%
O=C(Nc1cc(-c2ccccc2)[nH]n1)c1ccc(Cl)cc1,-4%,-11,?,-52%,?,-10%,-25%,?,?
COc1ccc(Cl)cc1NC(=O)CN(C)C(=O)c1cc2c(s1)CCCC2,-8%,-15,?,?,?,18µM*,-20%,13µM*,?
O=C(NCC(=O)N1CCCC1)c1ccc(Br)cc1,22%,2,-6,-5%,0%,-7%,6%,-1%,-4%
O=C(NCc1ccc(Cl)cc1)C1CCC(CNc2c(N3CCCCC3)c(=O)c2=O)CC1 (configuration not stated),-7%,-1,-1,11%,-17%,-19%,-5%,22%,0%
COC(=O)C(CCSC)NS(=O)(=O)c1ccc(Cl)cc1 (configuration not stated),3%,0,8,2%,2%,-6%,0%,?,-6%
O=C(Nc1cccc(Cl)c1)c1ccccc1,8%,0,6,?,2%,-58%[inhibitor],13%,6%,-7%
O=C(O)c1ccccc1/C=N/NC(=S)NCc1ccccc1,?,0,18,-8%,10%,?,14%,?,0%
O=C(Nc1ccc(Cl)c(S(=O)(=O)N2CCCC2)c1)c1cc(=O)[nH]c2ccccc12,-3%,-6,-24,1%,-5%,-7%,0%,?,0%

# Reprinted at random: 4 compounds from above
SMILES,HT1080NT lethal,DRD3 agonist,IL-1B inflam inh,GLP1R cytotox,KB-3-1 cytotox,SW480 rerep,HT1080 IDH1KD tx,KB-V1 cytotox,MCF10A rerep
O=C(Nc1cccc(Cl)c1)c1ccccc1,8%,0,6,?,2%,-58%[inhibitor],13%,6%,-7%
O=C(Nc1ccccc1)C(CCCCN1C(=O)c2ccccc2C1=O)N1C(=O)c2ccccc2C1=O (configuration not stated),11%,-9,1,-2%,3%,2%,26%,-24%,0%
COc1ccc(Cl)cc1NC(=O)CN(C)C(=O)c1cc2c(s1)CCCC2,-8%,-15,?,?,?,18µM*,-20%,13µM*,?
O=C(Nc1cc(-c2ccccc2)[nH]n1)c1ccc(Cl)cc1,-4%,-11,?,-52%,?,-10%,-25%,?,?

# Further records follow:
SMILES,HT1080NT lethal,DRD3 agonist,IL-1B inflam inh,GLP1R cytotox,KB-3-1 cytotox,SW480 rerep,HT1080 IDH1KD tx,KB-V1 cytotox,MCF10A rerep
CNC(=S)N1CCC(NC(=O)C(Cc2ccccc2)NC(C)=O)CC1 (configuration not stated),21%,4,6,10%,4%,-22%,11%,?,3%
CC(NC(=O)c1ccccc1F)c1nnc(SCc2nc3ccccc3c(=O)[nH]2)n1C (configuration not stated),4%,7,11,4%,-1%,2%,4%,5%,-30%[inhibitor]
CCOC(=O)c1oc2ccc(S(=O)(=O)N3CCOCC3)cc2c1C,7%,-11,11,6%,-12%,-11%,7%,2%,-2%
O=C(O)c1cccc(S(=O)(=O)Nc2cccc(S(=O)(=O)N3CCCCCC3)c2)c1,0%,3,-5,6%,13%,7%,12%,?,20%
Cc1ccc(-c2nn3c(C)nnc3c3ccccc23)cc1S(=O)(=O)NC(C)c1ccccc1 (configuration not stated),?,-11,-3,-11%,?,?,?,-29%,?
CCCCNC(=O)C1c2ccccc2C(=O)N(c2ccc(OC)cc2)C1c1ccc(OC)cc1 (configuration not stated),-13%,-2,15,2%,-9%,-17%,-4%,-9%,11%
O=C(CNC(=O)c1ccco1)NCC(=O)OCc1ccccc1Br,2%,0,27,25%,-27%,-14%,10%,0%,-2%
CCc1ccc(C2C(C(=O)Nc3ccccc3OC)=C(C)Nc3nc(SCc4ccccc4)nn32)cc1 (configuration not stated),·,3,·,-1%,-6%,·,·,3%,·
Cc1ccc(-n2cnc(N)c2C(=O)c2cccc([N+](=O)[O-])c2)cc1,-18%,0,·,4%,1%,?,-14%,?,15µM*
COc1cccc(-n2c(=O)c3sc4ccccc4c3n(CC(=O)Nc3ccccc3OC)c2=O)c1,·,-8,·,-12%,-2%,·,·,-1%,·
CC1=C(C(=O)N(C(C)C)C(C)C)CC(CC(=O)NC2CCCCC2)C(=O)N1Cc1ccc(C(C)(C)C)cc1 (configuration not stated),?,-9,-30,?,?,·,?,?,·
CCOc1ccc(Br)cc1/C=N/O,5%,-5,-10,10%,2%,-3%,7%,-2%,-1%

# The last 4 entries of the section above come first, to join the parts.
SMILES,HT1080NT lethal,DRD3 agonist,IL-1B inflam inh,GLP1R cytotox,KB-3-1 cytotox,SW480 rerep,HT1080 IDH1KD tx,KB-V1 cytotox,MCF10A rerep
Cc1ccc(-n2cnc(N)c2C(=O)c2cccc([N+](=O)[O-])c2)cc1,-18%,0,·,4%,1%,?,-14%,?,15µM*
COc1cccc(-n2c(=O)c3sc4ccccc4c3n(CC(=O)Nc3ccccc3OC)c2=O)c1,·,-8,·,-12%,-2%,·,·,-1%,·
CC1=C(C(=O)N(C(C)C)C(C)C)CC(CC(=O)NC2CCCCC2)C(=O)N1Cc1ccc(C(C)(C)C)cc1 (configuration not stated),?,-9,-30,?,?,·,?,?,·
CCOc1ccc(Br)cc1/C=N/O,5%,-5,-10,10%,2%,-3%,7%,-2%,-1%
COc1ccccc1N(C)S(=O)(=O)c1ccc(C(=O)Nc2ccc(C)cc2C)cc1,0%,-5,-25,-23%,-15%,6%,-13%,?,13%
CCN1C(=O)[C@H]2[C@@H](c3ccc(-c4ccc(F)cc4)cc3)N[C@@](CC(C)C)(C(=O)OC)[C@H]2C1=O,0%,2,-66*,4%,0%,-2%,-2%,?,-15%
CCN(Cc1ccccc1)S(=O)(=O)c1ccccc1Br,-1%,10,18,8%,-7%,-16%,-5%,-18%,?
CCc1ccc(NC(=O)C2CCN(S(=O)(=O)c3ccc4c(c3)NC(=O)CO4)CC2)cc1,-17%,-3,?,-12%,-14%,34%,-10%,9%,17%
COc1cccc(OC)c1C(=O)OCC(=O)/C(C#N)=C(\C)N,-8%,3,-2,-2%,2%,-1%,-3%,10%,4%
O=C(NNC(=O)C1CCCN(S(=O)(=O)c2ccc3ccccc3c2)C1)C1CC1 (configuration not stated),0%,-14,-13,-16%,-11%,-7%,-7%,6%,12%
COc1ccc(NC(=O)CC2C(=O)N(c3ccc(OC)cc3)C(=O)N2C2CCCCC2)cc1 (configuration not stated),·,7,·,-5%,0%,·,·,12%,·
Cc1c(NC(=O)c2ccccc2N(C)S(=O)(=O)c2ccccc2)c(=O)n(-c2ccccc2)n1C,3%,0,-7,0%,10%,-1%,2%,11%,9%
COc1ccccc1NC(=O)Nc1cnccn1,14%,0,-10,-24%,?,-3%,14%,4.1µM*,2%
O=C(NNC(=S)Nc1ccc(C(=O)O)c(O)c1)c1ccncc1,11%,16,12,3%,9%,5%,13%,12%,-18%
COc1ccc(CNC(=S)Nc2cc(C)cc(C)c2)cc1,-6%,-3,-25,8%,-2%,-5%[9.22 µM],1%,0%,-12%
COc1ccc(CCNC(=O)CC2COc3ccccc3O2)cc1OC (configuration not stated),5%,0,23,2%,8%,-1%,2%,7%,0%
CCN(CC(=O)Nc1c(F)cccc1F)C(=O)CSc1ccc(F)cc1,5%,3,24,5%,3%,-43%[inhibitor],6%,11%,1%
Cc1ccc(N2CC(C(=O)NCc3ccccn3)CC2=O)cc1 (configuration not stated),12%,2,1,0%,4%,-22%,-3%,0%,?
COc1ccc(CNC(=O)C2CCC(CNS(=O)(=O)c3ccccc3)CC2)cc1 (configuration not stated),-6%,0,-8,-13%,-13%,1%,-21%,?,1%
O=C(Nc1ncnc2c1C(c1ccccc1)c1c(ccc3ccccc13)O2)c1ccccc1 (configuration not stated),·,·,·,·,13µM*,12%[9.22 µM],·,?,?
COC(=O)c1ccc(Nc2c([N+](=O)[O-])ccc3nonc23)cc1,-1%,0,-6,11%,8%,-4%,-14%,?,-5%
O=C(O)CN1C(=O)/C(=C\c2cn(-c3ccccc3)nc2-c2ccccc2)SC1=S,-5%,-15,11,0%,-22%,?,0%,-16%,?
CC1(C)CC(=O)c2c(oc3c(Cl)cc(NS(=O)(=O)c4ccc(Cl)cc4)cc23)C1,·,4,·,-3%,2%,·,·,0%,·
COc1ccc2c(-c3ccccc3)cc(=S)[nH]c2c1,-29%,8,27,-1%,-4%,-8%,-24%,7%,0%

# Compounds as they come; overall some 11% were active at least once.
